# From PubChem
# Growth percent in the NCI-60 one-dose screen (48 h, 10 µM unless noted): 100 = growth as untreated, 0 = no growth, -100 = all killed.
# PC-3 – PC-3 prostate cancer cells; 80,000 compounds, 3.9% hits
# SW-620 – SW-620 colon cancer | 82,000 compounds, 5.2% hits
# SNB-75 – SNB-75 CNS cancer. AID 1794750. 79,000 compounds, 5% hits
# SF-539 – SF-539 CNS cancer; 81,000 compounds, 6.8% hits; AID 1794752
# HT29 – HT29 colon cancer; 81,000 compounds, 7.4% hits
# SNB-19 – SNB-19 CNS cancer cells | AID 1794751 | 81,000 compounds, 2.5% hits
# DU-145 – DU-145 prostate cancer; 81,000 compounds, 4.2% hits
# KM12 – KM12 colon cancer cells. 82,000 compounds, 5% hits
# HCC-2998 – HCC-2998 colon cancer | 79,000 compounds, 4.7% hits | AID 1794799
# An asterisk follows results filed as active; . = not tested or not shown; [ ] = dose if it differs, or a comment. Rule for the calls: active = growth percent below 10; inactive = the rest.
# The opening 21 entries as a preview:
SMILES,PC-3,SW-620,SNB-75,SF-539,HT29,SNB-19,DU-145,KM12,HCC-2998
Nc1nc2c(C(=O)Nc3ccc(Br)cc3)c(Nc3ccc(Cl)cc3)nn2cc1-c1nc2ccccc2s1,97,106,87,104,115,101,112,103,118
CCOC(=O)CCC(NC(=O)c1ccc([N+](=O)[O-])cc1)C(=O)OCC (centres undefined),89,104,.,100,112,100,127,120,101
C#CCOc1ccc2ncnc(NCc3cccc(NC(=O)C=C)c3)c2c1,.,109[8.25 µM],110[8.25 µM],98[8.25 µM],107[8.25 µM],105[8.25 µM],109[8.25 µM],106[8.25 µM],105[8.25 µM]
CC1Oc2ccc(C(=O)O)cc2NC1=O (centres undefined),104,98,96,102,110,97,104,102,109
O=C(Nc1ncc(Cc2cc(C(F)(F)F)ccc2Cl)s1)C1COc2ccccc2O1 (centres undefined),.,84,82,92,70,82,92,71,89
Cc1ccc(S(=O)(=O)NCCNc2nccc(-c3c(-c4cccc(O)c4)nc4sccn34)n2)cc1,71,121,.,107,53,110,87,90,85
Nc1ccc(S(=O)(=O)Nc2cc(I)cc(I)c2)cc1,97,119,98,111,107,116,124,111,105
Cc1ccccc1N1C(=O)/C(=C2\SC(=S)N(c3ccccc3C)C2=O)SC1=S,84,102,84,99,105,94,109,98,105
COC(=O)[C@@H](OC)[C@@H]1Cc2cc3cc(OC4CC(OC5CC(O)C(O)C(C)O5)C(O)C(C)O4)c(C)c(O)c3c(O)c2C(=O)[C@H]1OC1CC(OC2CC(OC3CC(C)(O)C(O)C(C)O3)C(O)C(C)O2)C(O)C(C)O1 (some centres undefined),-23*,8.0*,-79*,-42*,3.6*,5.0*,10,1.5*,-33*
COc1ccc2oc(=O)c(-c3csc(N/N=C(\C)c4cc(OC)c(OC)c(OC)c4)n3)cc2c1,68,108,154,103,113,87,101,88,112
CC1=C(C(=O)OCC(C)C)C(c2ccc3c(c2)OCO3)NC(=O)N1 (centres undefined),92,113,100,104,105,107,109,104,108
O=C1CC(c2cccc(F)c2)c2snc(-c3cccc(F)c3)c2N1 (centres undefined),94,102,87,103,88,101,107,95,92
O=C(NNc1ccccc1)c1ccc(Cc2n[nH]c(=O)c3cccnc23)cc1,94,101,90,93,107,99,116,105,107
Ic1ccc(Nc2nc3nonc3nc2Nc2ccc(I)cc2)cc1,4.4*,14,25,17,0.4*,22,23,7.9*,8.3*
CC1(O)Cn2c(nc3nccnc32)S1 (centres undefined),105,108,84,117,113,102,100,105,110
c1ccc(Cc2nnc3n2N=C(c2ccccc2)CS3)cc1,98,103,86,97,107,91,103,100,106
C#CCOc1ccc2ncnc(Nc3ccc(NC(=O)CCl)cc3)c2c1,6.7*,-14*,42,-82*,-60*,-22*,18,9.0*,65
O=C1CSC(=S)N1/N=C/c1ccccc1O,92,102,98,101,111,95,117,106,105
CCC(CC)SC(CC)CC,100,105,99,108,117,.,107,101,105
Cc1ccc(Cc2ccccc2)cc1,94,103,94,112,106,112,102,106,95
CC(=O)c1ccc(NC(=O)CSc2nnc(-c3ccc(-c4nc5ccc(C)cc5[nH]4)cc3)o2)cc1,91,67,93,95,97,103,108,102,122

# This part in full, repeating the preview:
SMILES,PC-3,SW-620,SNB-75,SF-539,HT29,SNB-19,DU-145,KM12,HCC-2998
Nc1nc2c(C(=O)Nc3ccc(Br)cc3)c(Nc3ccc(Cl)cc3)nn2cc1-c1nc2ccccc2s1,97,106,87,104,115,101,112,103,118
CCOC(=O)CCC(NC(=O)c1ccc([N+](=O)[O-])cc1)C(=O)OCC (centres undefined),89,104,.,100,112,100,127,120,101
C#CCOc1ccc2ncnc(NCc3cccc(NC(=O)C=C)c3)c2c1,.,109[8.25 µM],110[8.25 µM],98[8.25 µM],107[8.25 µM],105[8.25 µM],109[8.25 µM],106[8.25 µM],105[8.25 µM]
CC1Oc2ccc(C(=O)O)cc2NC1=O (centres undefined),104,98,96,102,110,97,104,102,109
O=C(Nc1ncc(Cc2cc(C(F)(F)F)ccc2Cl)s1)C1COc2ccccc2O1 (centres undefined),.,84,82,92,70,82,92,71,89
Cc1ccc(S(=O)(=O)NCCNc2nccc(-c3c(-c4cccc(O)c4)nc4sccn34)n2)cc1,71,121,.,107,53,110,87,90,85
Nc1ccc(S(=O)(=O)Nc2cc(I)cc(I)c2)cc1,97,119,98,111,107,116,124,111,105
Cc1ccccc1N1C(=O)/C(=C2\SC(=S)N(c3ccccc3C)C2=O)SC1=S,84,102,84,99,105,94,109,98,105
COC(=O)[C@@H](OC)[C@@H]1Cc2cc3cc(OC4CC(OC5CC(O)C(O)C(C)O5)C(O)C(C)O4)c(C)c(O)c3c(O)c2C(=O)[C@H]1OC1CC(OC2CC(OC3CC(C)(O)C(O)C(C)O3)C(O)C(C)O2)C(O)C(C)O1 (some centres undefined),-23*,8.0*,-79*,-42*,3.6*,5.0*,10,1.5*,-33*
COc1ccc2oc(=O)c(-c3csc(N/N=C(\C)c4cc(OC)c(OC)c(OC)c4)n3)cc2c1,68,108,154,103,113,87,101,88,112
CC1=C(C(=O)OCC(C)C)C(c2ccc3c(c2)OCO3)NC(=O)N1 (centres undefined),92,113,100,104,105,107,109,104,108
O=C1CC(c2cccc(F)c2)c2snc(-c3cccc(F)c3)c2N1 (centres undefined),94,102,87,103,88,101,107,95,92
O=C(NNc1ccccc1)c1ccc(Cc2n[nH]c(=O)c3cccnc23)cc1,94,101,90,93,107,99,116,105,107
Ic1ccc(Nc2nc3nonc3nc2Nc2ccc(I)cc2)cc1,4.4*,14,25,17,0.4*,22,23,7.9*,8.3*
CC1(O)Cn2c(nc3nccnc32)S1 (centres undefined),105,108,84,117,113,102,100,105,110
c1ccc(Cc2nnc3n2N=C(c2ccccc2)CS3)cc1,98,103,86,97,107,91,103,100,106
C#CCOc1ccc2ncnc(Nc3ccc(NC(=O)CCl)cc3)c2c1,6.7*,-14*,42,-82*,-60*,-22*,18,9.0*,65
O=C1CSC(=S)N1/N=C/c1ccccc1O,92,102,98,101,111,95,117,106,105
CCC(CC)SC(CC)CC,100,105,99,108,117,.,107,101,105
Cc1ccc(Cc2ccccc2)cc1,94,103,94,112,106,112,102,106,95
CC(=O)c1ccc(NC(=O)CSc2nnc(-c3ccc(-c4nc5ccc(C)cc5[nH]4)cc3)o2)cc1,91,67,93,95,97,103,108,102,122
CCN(CC)CCNc1ccnc2cc3ccccc3cc12,68,89,74,78,76,84,94,75,89
O=C1NC(=S)S/C1=C\c1ccc(F)cc1,89,97,83,99,107,91,110,106,106
Nc1nc(=S)c2[nH]c(N)nc2[nH]1,89,102,97,93,87,110,102,103,96
COc1cc(C=O)ccc1OC1OC(COC(C)=O)C(OC(C)=O)C(OC(C)=O)C1OC(C)=O (centres undefined),96,100,106,97,105,103,107,103,108
COc1cccc(/C=C2\Oc3cc(OCCN4CCC(Cc5ccccc5)CC4)ccc3C2=O)c1OC,52,78,65,74,27,82,90,84,77
O=c1[nH]c2ccccc2n2cc3cccnc3c12,85,32,86,75,42,71,87,53,82
Cc1cccc(C)c1NCC(=O)Nc1ccccn1,98,100,85,103,106,100,105,96,105
O=C1CNC(c2ccccc2O)N1O (centres undefined),97,116,76,111,102,97,118,111,106
Cc1ccc(C(=O)NN2C(=O)CSC2c2cccs2)cn1 (centres undefined),104,105,96,115,114,100,112,108,90
O=C(c1cccc(F)c1)n1ccc2cc(NC(=S)NCCN3CCOCC3)ccc21,93,99,88,103,99,97,103,98,112
O=C1/C(=C/c2ccco2)SC(=S)N1CC(=S)C1CCS(=O)(=O)C1 (centres undefined),92,114,93,108,105,104,111,99,100
Cc1cc(=O)n2n1-c1ccc3ccccc3c1NC2c1ccccn1 (centres undefined),94,102,79,101,120,98,101,98,111
C[C@@]1(N2C(=O)OC[C@@H]2c2ccccc2)C(=O)N([C@H](CC(=O)N2CCC(N3CCCCC3)CC2)C(=O)NCc2cccc(C(F)(F)F)c2)[C@@H]1/C=C/c1ccccc1,53,58,66,.,-3.0*,74,63,56,47
c1ccc(-c2ccncn2)cc1,96,111,98,102,110,112,118,111,108
CC(C)(C)OC(=O)NC(=O)OC(C)(C)C,106,106,106,107,104,105,118,108,107
Clc1ccc(-c2cn(-c3ccccc3)c(-c3ccccc3)n2)cc1,59,67,88,102,85,79,94,54,98
CC1Cc2c(ncnc2-n2cnc3ccccc32)N(C)c2ccccc21 (centres undefined),26,18,43,17,0.9*,32,50,28,65
COc1ccc(NCc2cn(-c3ccccc3)nc2-c2ccc(OCc3ccccc3)cc2)cc1,50,98,58,86,71,56,87,80,87
Nc1nc2c([nH]1)c1[nH]c3ccccc3c1c1[nH]c3ccccc3c21,35,-32*,44,56,3.2*,62,50,39,-71*
Cc1ccc(C(C#N)c2ccc(N)cc2)cc1 (centres undefined),90,106,95,102,101,104,105,106,93
CN1CCC(=C(c2ccccc2)c2ccccc2)C(c2ccccc2)C1 (centres undefined),94,93,88,101,83,95,104,97,89
Oc1ccc(CSc2nnc(-c3ccc(Oc4ccccc4)cc3)n2-c2ccccc2)c2cccnc12,17,13,.,2.3*,45,14,26,18,30
O=S(c1cc(Cl)cc(Cl)c1O)c1cc(Cl)cc(Cl)c1O,89,98,88,105,101,91,109,107,114
O=S(=O)(OCCCCOS(=O)(=O)c1ccc(Br)cc1Br)c1ccc(Br)cc1Br,98,103,96,111,106,112,100,107,104
COc1ccc(CCC2c3c(cc4c(c3OC)OCO4)CCN2C)cc1 (centres undefined),3.8*,-78*,2.4*,-100*,-46*,-2.7*,5.2*,-37*,-79*
COc1ccc(/C=N/NC(=O)COc2cc(=O)n(C)c3ccccc23)cc1,100,103,75,95,106,100,103,103,119
O=c1oc2ccccc2cc1C1=NN(c2ccccc2)C(c2cn(-c3ccccc3)nc2-c2ccc(Cl)cc2)C1 (centres undefined),90,107,.,96,122,95,106,95,108
C[C@H]1[C@H]2[C@H]3CC[C@@H]4[C@@]5(C)C/C(=C/c6cccnc6)C(=O)C(C)(C)[C@@H]5CC[C@@]4(C)[C@]3(C)CC[C@]23CO[C@]1(C)[C@@H](C(=O)/C=C\c1cccnc1)C3,-3.6*,-26*,33,-32*,26,2.5*,-29*,-56*,-67*
COc1ccc(NC2CCC(=O)N2c2cc(Cl)cc(Cl)c2)cc1 (centres undefined),73,88,81,99,102,97,87,75,98
COc1ccc(-c2cc(-c3cc(C(C)C)c(O)cc3C)nn2-c2ccc(S(N)(=O)=O)cc2)cc1,49,28,-0.2*,-28*,88,30,16,2.3*,46
COc1ccc(-c2cc(-c3ccc(Cl)cc3)c(C#N)c(=O)n2CCCCCC(=O)O)cc1,101,108,112,97,115,103,112,95,114
COC(=O)c1ccccc1C(=O)c1c(C)cc(C)cc1C,90,93,97,.,94,103,104,102,94
CN1CCN(C(=S)Nc2ccccc2)CC1,.,104,104,119,108,109,105,127,103
COc1ccc(N=Cc2ccc([N+](=O)[O-])cc2)cc1,140,98,97,91,129,108,99,90,98
CC(=O)c1ccc(N/C=C2\C(=O)c3ccccc3OC2O)cc1 (centres undefined),75,104,77,88,110,97,116,102,93
CC[N+](CC)(CC)c1ccccc1,99,100,93,105,102,96,112,100,111
O=C(COc1ccc(-c2cc3ccccc3[nH]2)cc1)Nc1ccc(S(=O)(=O)Nc2nccs2)cc1,91,96,82,102,97,99,104,95,101
Cn1cc(-c2cc3nc(-c4c[nH]c5ccccc45)cc(N)n3n2)c2cc(Cl)ccc21,-85*,-61*,-66*,-92*,-69*,-78*,-93*,-82*,-84*
Nc1ccc(S(=O)(=O)N/N=C/C=C/c2ccccc2[N+](=O)[O-])cc1,89,93,75,104,101,99,102,109,.

# Next part:
SMILES,PC-3,SW-620,SNB-75,SF-539,HT29,SNB-19,DU-145,KM12,HCC-2998
Cn1ccnc1C(=O)/C=C/c1ccc(CC(=O)Nc2ccc(C(F)(F)F)cc2)cc1,14,7.2*,0.4*,-37*,-2.8*,5.0*,7.7*,4.2*,0.2*
Cc1nn(-c2ccccc2)c(C)c1N=Nc1ccc(Br)cc1,75,99,100,105,69,94,95,75,86
O=C1CC[C@@]2(O1)C(=O)O[C@@H](CI)[C@H]2c1ccccc1,94,100,84,98,102,89,105,103,104
O=S(=O)(NC1c2ccccc2Oc2ccccc21)c1ccccc1,88,97,88,94,92,105,112,104,103
CC(C)(N)COC(=O)c1ccccc1,100,109,106,99,99,103,106,99,105
CCCCCN(CCCCC)C(C)C(O)c1ccc2cc(Cl)c3ccccc3c2c1 (centres undefined),81,80,94,104,56,104,109,103,98
COC(=O)Nc1c[nH]c(=O)[nH]c1=O,96,101,88,102,100,111,111,105,98
COC(=O)/C=C1/SC(=Nc2ccc(C)cc2)N(CCc2c[nH]c3ccccc23)C1=O,72,80,98,93,48,90,73,73,98

# Two of the compounds above, bar-delimited.
structure | PC-3 | SW-620 | SNB-75 | SF-539 | HT29 | SNB-19 | DU-145 | KM12 | HCC-2998
O=S(=O)(NC1c2ccccc2Oc2ccccc21)c1ccccc1 | 88 | 97 | 88 | 94 | 92 | 105 | 112 | 104 | 103
CC(C)(N)COC(=O)c1ccccc1 | 100 | 109 | 106 | 99 | 99 | 103 | 106 | 99 | 105

# Not a hit list. Share with any hit: about 11%.
